FBW7 act = human FBW7 E3 ligase activation, primary screen | normalized activity (activation), % at 26.1 µM | AlphaScreen FBW7–phospho-cyclin E peptide binding, activator screen | AID 1259310 | actives 0.13% (n = 650,000) | Q969H0; in the data active = normalized activity above about 1.9%;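 also: purified mutant Fbw7 with reduced substrate affinity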
Target sequence (Q969H0 whole entry, looked up): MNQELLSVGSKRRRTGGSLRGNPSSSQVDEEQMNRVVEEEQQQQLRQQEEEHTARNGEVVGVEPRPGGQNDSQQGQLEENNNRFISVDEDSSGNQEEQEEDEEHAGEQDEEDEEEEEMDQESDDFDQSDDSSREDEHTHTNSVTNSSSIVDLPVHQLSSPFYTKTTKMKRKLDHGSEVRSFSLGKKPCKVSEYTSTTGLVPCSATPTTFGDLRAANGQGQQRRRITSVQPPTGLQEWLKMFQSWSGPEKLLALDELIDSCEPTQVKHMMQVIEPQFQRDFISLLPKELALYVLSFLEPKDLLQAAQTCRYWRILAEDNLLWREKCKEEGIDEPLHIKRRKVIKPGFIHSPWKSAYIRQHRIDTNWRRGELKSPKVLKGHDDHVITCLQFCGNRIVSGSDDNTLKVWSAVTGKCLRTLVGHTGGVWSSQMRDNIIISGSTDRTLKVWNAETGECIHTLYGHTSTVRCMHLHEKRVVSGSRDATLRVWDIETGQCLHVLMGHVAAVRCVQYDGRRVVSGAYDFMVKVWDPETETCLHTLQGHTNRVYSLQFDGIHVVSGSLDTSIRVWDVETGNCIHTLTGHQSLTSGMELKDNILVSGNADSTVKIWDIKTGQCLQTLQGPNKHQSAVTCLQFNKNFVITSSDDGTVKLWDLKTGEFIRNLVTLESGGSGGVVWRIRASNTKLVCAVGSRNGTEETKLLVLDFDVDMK
GPR151 activ = activators of human GPR151; PathHunter beta-arrestin GPR151 cells, luminescence; activation, % at 11.2 µM; actives 1% (n = 650,000); AID 1508602; in the data active = activation above about 4.9%;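 also: 0% = median of compound wells and 100% = cells with positive control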
TEAD-YAP block = TEAD-YAP interaction inhibition. actives 1.4% (n = 640,000). AID 1259422. HEK-TIYL cells, TEAD-Gal4/YAP UAS-luciferase luminescence. inhibition, % at 9.12 µM; in the data active = inhibition above about 32%;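 also: 0% = median of test compound wells and 100% = reference inhibitor wells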
MITF inh = human MITF inhibition, primary screen; O75030; AlphaScreen MITF homodimerization, bead proximity signal; inhibition, % at 2.6 µM; actives 0.91% (n = 650,000); in the data active = inhibition above about 50%;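 also: 0% = vehicle wells with protein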
An asterisk follows results filed as active. Outcome played no part in choosing rows, and some 3.4% of all compounds hit somewhere here.

SMILES	FBW7 act	GPR151 activ	TEAD-YAP block	MITF inh
O=C1c2ccccc2C(=O)N1CCSc1nc2ccccc2c(=O)[nH]1	-0.1	1.4	2	-1
O=C(CCS(=O)(=O)c1cc2c(cc1Cl)NC(=O)CO2)NCc1ccccn1	0.1	2.8	6	4
Cc1cc(NC(=O)CCCN2C(=O)c3cccc4cccc(c34)C2=O)no1	-0.2	0.4	-6	26
COc1cc(OC)cc(C(=O)Nn2c(-c3ccc(F)cc3)nc3ccccc3c2=O)c1	0.2	-1.3	7	7
Cc1nc2c(-c3ccc(F)cc3)c(C)nn2c(C)c1CCC(=O)NCCC(C)C	-0.2	1.0	-14	-7
Cn1ccnc1SCc1csc(-c2ccccc2)n1	0.0	2.3	-40	6
c1ccc2c(c1)OCC(c1nc(-c3ccc(-c4ncnc5[nH]ccc45)cc3)n[nH]1)O2 (stereo not drawn)	-0.1	0.6	-30	-4
COc1ccc(C(=O)NC(C)c2csc(C)n2)cc1OC1CCN(C(C)=O)CC1 (stereo not drawn)	0.1	4.2	9	-8
NC(=O)C1(N2CCCCC2)CCN(C(=O)c2ccc(Cn3c(=S)[nH]c4ccccc4c3=O)cc2)CC1	0.0	-0.8	2	6
CC(=O)N/N=C/c1ccc(OS(=O)(=O)c2ccc(C)cc2)cc1	0.0	0.1	3	6
C/C(CC(=O)Nc1ccccn1)=N\NC(=O)Cc1ccc(Cl)cc1	-0.1	0.0	0	3
Cc1cccc(OCc2nnc(SCC(=O)N3CCCCC3)n2C)c1C	0.1	-0.5	-2	24
COc1cc(OC)cc(C(=O)Nc2ccc3nc(N4CCN(c5ncccn5)CC4)cc(C)c3c2)c1	0.0	0.7	3	-4
O=C(CN1CCN(CCN2C(=O)c3cccc4cccc(c34)C2=O)CC1)c1ccccc1	-0.1	-0.9	-2	1
FC(F)(F)c1ccc(N2CCN(c3ncnc4c3nnn4Cc3ccccc3)CC2)nc1	0.3	-0.8	-1	-4
Cc1ccc2nc(-c3ccc(NC(=O)c4cccc(I)c4)cc3)sc2c1	0.0	-0.2	-3	13
COc1ccc(/C(N)=N/OC(=O)c2ccc(Cl)cc2Cl)cc1OC	0.0	-1.0	-10	-4
O=C(CSc1nc2ccc(N3C(=O)C4C5C=CC(C5)C4C3=O)cc2s1)NC1CCCCC1 (stereo not drawn)	-0.1	0.4	12	7
COC(=O)CC1C(=O)NCCN1C(=S)Nc1cccc(C(F)(F)F)c1 (stereo not drawn)	-0.2	0.4	0	-2
COc1cc(C(=O)Nc2cc(-c3nc4cc(Cl)cc(Cl)c4o3)ccc2C)cc(OC)c1OC	-0.1	0.1	-9	7
NC(=O)CNC(=O)C1CCCN(c2ncccn2)C1 (stereo not drawn)	-0.2	-0.7	2	10
O=C(Cc1n[nH]c(=O)[nH]c1=O)N/N=C/C=C/c1ccccc1	0.2	0.5	4	-2
CCOc1ccc(C2C(C(N)=O)=C(C)Nc3nc(SCc4ccccc4)nn32)cc1 (stereo not drawn)	0.0	-1.0	3	5
CC(=O)Nc1ccc(NC(=O)c2cnc(N3CCc4ccccc4C3)s2)cc1	0.0	-1.6	-2	2
CSCCOC(=O)C1=C(C)N(C)C(=O)NC1c1ccccc1Br (stereo not drawn)	-0.1	-0.1	8	-10
O=C(C1CCCC1)N1CCc2ccc(NS(=O)(=O)c3ccc(F)cc3F)cc21	-0.1	2.1	-10	-12
CCOc1ccc(C(=O)Nc2c3c(nn2-c2cccc(C)c2C)CS(=O)C3)cc1 (stereo not drawn)	-0.4	1.5	-7	-2
O=C(CNc1n[nH]c(=O)[nH]c1=O)N/N=C/C1CC=CCC1 (stereo not drawn)	0.1	-0.4	-7	-1
CC(C)n1c(N2CCN(C(=O)c3cccs3)CC2)nc2ccccc21	0.3	0.0	-4	22
CSc1cccc(NC(=O)CCc2ccc(S(=O)(=O)NCC(C)C)cc2)c1	0.1	-1.5	6	-2
CCOc1ccc(N(CCC#N)S(=O)(=O)c2ccc(Cl)cc2)cc1	0.2	0.3	2	11
Cn1c(SCc2nnc(-c3ccc(Cl)cc3)o2)nnc1C(F)(F)F	0.0	-2.3	-1	0
CCOC(=O)c1oc2cc(OCC(=O)OC)ccc2c(=O)c1-c1ccc(OC)c(OC)c1	0.1	1.2	-3	5
CC(C)CC1=NN2C(=N)/C(=C/c3ccc(-c4cccc(C(=O)O)c4)o3)C(=O)N=C2S1	0.3	1.3	6	5
COc1cc2ncn3c(=O)n(CC(=O)N4CCCCCC4)nc3c2cc1OC	0.1	-1.1	2	10
Cc1ccc(S(=O)(=O)NC(=O)NCc2ccc(F)cc2)cc1	-0.1	-0.6	-13	-4
O=C(NCc1cccs1)NC1CC(=O)N(c2ccc(Cl)cc2)C1 (stereo not drawn)	1.0	0.6	1	5
COc1ccc(C(=O)NNC(=O)c2ccco2)cc1OC	-0.1	-0.1	-3	-3
CCC(C(=O)Nc1ccc(CN2CCN(c3ccccn3)CC2)cc1)c1ccccc1 (stereo not drawn)	-0.4	0.3	1	11
Cn1c(Nc2nc(Nc3ccccc3)c3ncn(-c4ccccc4)c3n2)nc2ccccc21	0.1	2.5	-21	23

Some of the entries so far, with two lines to a compound.
Sequence of screens – FBW7 act | GPR151 activ | TEAD-YAP block | MITF inh
> c1ccc2c(c1)OCC(c1nc(-c3ccc(-c4ncnc5[nH]ccc45)cc3)n[nH]1)O2 (stereo not drawn)
    -0.1 | 0.6 | -30 | -4
> COc1ccc(C(=O)NC(C)c2csc(C)n2)cc1OC1CCN(C(C)=O)CC1 (stereo not drawn)
    0.1 | 4.2 | 9 | -8

Continuation:
SMILES	FBW7 act	GPR151 activ	TEAD-YAP block	MITF inh
CCCCCCN1C(=O)C(O)=C(C(C)=O)C1c1ccc(OC)cc1 (stereo not drawn)	0.1	-0.5	-1	9
Cc1ccccc1NS(=O)(=O)c1ccc2c3c(cccc13)C(=O)N2	0.1	2.1	-7	-13
CCOC(=O)C1=C(C)N=c2s/c(=C\c3c(F)cccc3Cl)c(=O)n2C1c1cccs1 (stereo not drawn)	-0.3	-0.2	6	0
O=C(CSc1nnnn1-c1ccc(O)cc1)N1CCN(c2ccccc2)CC1	-0.4	-0.8	-4	17
COc1cc(Nc2nc3ccccc3nc2N=CN(C)C)cc(OC)c1OC	-0.1	1.0	12	6
Cc1ccc(NC(=O)CC23CC4CC(C2)CC(n2nnc(C)n2)(C4)C3)c(C)c1	-0.1	0.1	6	2
COc1ccccc1/C=N/c1nc(-c2ccccc2)c(C)s1	0.0	1.1	8	-8
COC(=O)C1=C(C)N(C)C(=O)NC1c1ccccc1 (stereo not drawn)	0.1	-0.7	-6	12
CCOc1ccc(Nc2nc(-c3cccnc3)nc3ccccc23)cc1	0.1	2.2	17	7
O=C(NCC1CCCO1)C(=O)N/N=C/c1ccccc1C(=O)O (stereo not drawn)	-0.1	-1.1	-7	2
COc1cc(Oc2nnnn2-c2ccccc2)ccc1CO	-0.3	-0.4	3	-6
COc1ccc(Cl)cc1NC(=O)CSc1nnc(Cc2cccn2C)n1CCc1ccccc1	-0.3	1.2	8	-5
CCN(Cc1ccccc1)S(=O)(=O)c1ccc(F)c(C(=O)Nc2ccc(F)c(F)c2)c1	0.0	-0.5	4	20
COc1ccc(N2C(=O)/C(=C/c3cc4c(cc3Cl)OCO4)NC2=S)cc1	0.6	-1.0	4	10
Cc1noc(C)c1-c1nc(NCc2cccc(C(F)(F)F)c2)c2ncn(-c3ccsc3)c2n1	0.0	1.8	0	6
O=C(CSc1nnnn1-c1cccc2ccccc12)Nc1ccccc1[N+](=O)[O-]	-0.1	2.2	2	14
O=C(Nc1cc(F)ccc1F)C1(S(=O)(=O)c2ccc(Cl)cc2)CC1	0.1	0.7	-1	-4
NS(=O)(=O)c1ccc(NC(=O)c2cncc(Br)c2)cc1	1.3	1.3	3	11
CCn1c(SCC(=O)Nc2ccc3c(c2)OCCO3)nc2sc(C)c(C)c2c1=O	-0.1	2.6	-7	3
Cc1nc2c(-c3ccccc3)c(C)nn2c(C)c1CC(=O)NCC(C)c1ccccc1 (stereo not drawn)	-0.2	0.4	-10	-1
CC1(C)OC(=O)C(=Cc2ccc(-c3ccccc3)o2)C(=O)O1	0.1	-0.1	-2	4
O=C(Cc1cn(-c2ccc(NC3CCN(Cc4ccccc4)CC3)nn2)c2ccccc12)NCCOc1ccccc1	-0.2	-0.3	-8	10
N#Cc1ccccc1OCC(=O)Nc1ccc2c(c1)CCC2	0.0	1.5	-38	8
Cc1cccc(N2CCN(C(=O)CCS(=O)(=O)c3ccc(Cl)cc3)CC2C)c1 (stereo not drawn)	0.0	-1.4	5	-8
c1ccc(-c2nn3cnnc3s2)cc1	0.6	2.9	-13	13
Cc1ccc(C(=O)N2CCc3nnc(CNC(=O)CCc4cccnc4)n3CC2)c(C)c1	0.2	1.3	-5	4
CC(=O)Nc1ccc(S(=O)(=O)n2c(SCc3cccc(F)c3)nc3ccccc32)cc1Cl	0.0	0.8	-3	11
Cc1cc(Cl)c(S(=O)(=O)NCc2cccs2)cc1OCC(N)=O	0.8	2.2	-5	11
COc1ccc(NC(=O)c2ccc(Cl)s2)c2ccccc12	-0.1	-0.4	-8	-7
COc1cccc(/C=C/C(=O)c2cc3ccccc3oc2=O)c1	0.0	0.0	-6	0
CCOc1ccc(C2C(C(=O)Nc3ccc(OC)c(Cl)c3)c3ccccc3C(=O)N2CCN2CCOCC2)cc1 (stereo not drawn)	-0.2	1.0	2	-2
Cc1cccc(CN2CCN(Cc3nc4ccccc4n3C)CC2CCO)n1 (stereo not drawn)	0.0	-0.5	-6	2

Among those listed so far, 17 contain an aryl methoxy group.
SMILES	FBW7 act	GPR151 activ	TEAD-YAP block	MITF inh
COc1cc(OC)cc(C(=O)Nn2c(-c3ccc(F)cc3)nc3ccccc3c2=O)c1	0.2	-1.3	7	7
COc1ccc(C(=O)NC(C)c2csc(C)n2)cc1OC1CCN(C(C)=O)CC1 (stereo not drawn)	0.1	4.2	9	-8
COc1cc(OC)cc(C(=O)Nc2ccc3nc(N4CCN(c5ncccn5)CC4)cc(C)c3c2)c1	0.0	0.7	3	-4
COc1ccc(/C(N)=N/OC(=O)c2ccc(Cl)cc2Cl)cc1OC	0.0	-1.0	-10	-4
COc1cc(C(=O)Nc2cc(-c3nc4cc(Cl)cc(Cl)c4o3)ccc2C)cc(OC)c1OC	-0.1	0.1	-9	7
CCOC(=O)c1oc2cc(OCC(=O)OC)ccc2c(=O)c1-c1ccc(OC)c(OC)c1	0.1	1.2	-3	5
COc1cc2ncn3c(=O)n(CC(=O)N4CCCCCC4)nc3c2cc1OC	0.1	-1.1	2	10
COc1ccc(C(=O)NNC(=O)c2ccco2)cc1OC	-0.1	-0.1	-3	-3
CCCCCCN1C(=O)C(O)=C(C(C)=O)C1c1ccc(OC)cc1 (stereo not drawn)	0.1	-0.5	-1	9
COc1cc(Nc2nc3ccccc3nc2N=CN(C)C)cc(OC)c1OC	-0.1	1.0	12	6
COc1ccccc1/C=N/c1nc(-c2ccccc2)c(C)s1	0.0	1.1	8	-8
COc1cc(Oc2nnnn2-c2ccccc2)ccc1CO	-0.3	-0.4	3	-6
COc1ccc(Cl)cc1NC(=O)CSc1nnc(Cc2cccn2C)n1CCc1ccccc1	-0.3	1.2	8	-5
COc1ccc(N2C(=O)/C(=C/c3cc4c(cc3Cl)OCO4)NC2=S)cc1	0.6	-1.0	4	10
COc1ccc(NC(=O)c2ccc(Cl)s2)c2ccccc12	-0.1	-0.4	-8	-7
COc1cccc(/C=C/C(=O)c2cc3ccccc3oc2=O)c1	0.0	0.0	-6	0
CCOc1ccc(C2C(C(=O)Nc3ccc(OC)c(Cl)c3)c3ccccc3C(=O)N2CCN2CCOCC2)cc1 (stereo not drawn)	-0.2	1.0	2	-2
